ALOX12 inh: Primary qHTS assay for inhibitors of human arachidonate 12S-lipoxygenase (ALOX12): Round 2; Polyunsaturated fatty acid lipoxygenase ALOX12 (Homo sapiens), P18054; purified 12hLO, xylenol orange hydroperoxide absorbance; Potency, µM (series often up to 108 µM), without a hit: at the top dose activity change, negative = inhibition, actives largely listed as inhibitors; actives 1.1% (n = 580,000); AID 1671190, 2021; active = well fitted inhibition curve with a large enough effect; inconclusive = small, poorly fitted or top-dose-only effect, or another doubt; inactive = no such curve, though single readings can be large or run the other way; also: potency is read from the fitted curve at half-maximal effect
Target sequence (P18054 whole entry, looked up): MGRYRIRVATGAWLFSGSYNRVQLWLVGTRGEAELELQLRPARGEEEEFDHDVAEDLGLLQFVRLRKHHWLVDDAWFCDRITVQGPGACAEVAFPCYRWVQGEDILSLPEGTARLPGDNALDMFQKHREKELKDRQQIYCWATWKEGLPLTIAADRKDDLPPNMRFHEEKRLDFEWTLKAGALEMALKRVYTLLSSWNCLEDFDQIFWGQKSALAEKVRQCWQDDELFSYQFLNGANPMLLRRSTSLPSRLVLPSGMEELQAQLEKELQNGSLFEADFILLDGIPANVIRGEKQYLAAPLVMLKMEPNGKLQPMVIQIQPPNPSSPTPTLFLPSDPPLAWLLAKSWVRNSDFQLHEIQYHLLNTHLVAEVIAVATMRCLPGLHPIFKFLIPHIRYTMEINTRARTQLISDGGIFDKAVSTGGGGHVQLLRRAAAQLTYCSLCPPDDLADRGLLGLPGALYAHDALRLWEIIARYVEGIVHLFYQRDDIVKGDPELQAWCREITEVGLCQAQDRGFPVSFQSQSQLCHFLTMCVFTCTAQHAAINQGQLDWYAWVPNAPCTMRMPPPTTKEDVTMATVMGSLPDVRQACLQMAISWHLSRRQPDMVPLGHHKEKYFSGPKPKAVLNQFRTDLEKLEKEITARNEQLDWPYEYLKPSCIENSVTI
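Hydroperoxide product was detected by ferrous iron/xylenol orange as the 573 to 405 nm absorbance ratio. Arachidonic acid at 40 uM (final) was turned over for 30 min at room temperature by 150 nM human 12hLO, pH 7.0 Hepes buffer, after 15 min compound preincubation.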
LDHA inh: qHTS assay for inhibitors of human lactate dehydrogenase. L-lactate dehydrogenase A chain (Homo sapiens), P00338. purified LDHA, NADH/diaphorase-resazurin fluorescence; hits give low values. activity change, % (values are at about 110 or 230 µM). actives 0.15% (n = 480,000). AID 1347041, 2019; in the data active = activity change below about -30%; inconclusive = mostly about -25% to -30%;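 also: plate controls were DMSO wells for no effect and wells without enzyme for full effect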
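Enzyme activity of human lactate dehydrogenase 5 (2 nM; 0.06 mM NADH, 0.2 mM pyruvate, 5 min, RT) is measured via a resazurin/diaphorase fluorescence readout of residual NADH.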
Starred values were filed as active, the others as inactive; ? = inconclusive; [ ] = another dose, or the depositor's remark. Unless noted, % is scaled to controls: 0 for no effect and ±100 for the full control effect. The list is partial; the hit share may differ from the screen's.

SMILES	ALOX12 inh	LDHA inh
O=C(O)CCc1nn2c3ccccc3n(CCOc3ccccc3)c2nc1=O	-10.0%	10.6
CCCS(=O)(=O)NC(=O)C1(C)CCCN(C(=O)c2ccc(SC(F)(F)F)cc2)C1 (configuration not stated)	-13.2%	-3.8
CC(C)CNC(=O)CN1CCN(Cc2ncc(-c3ccccc3)o2)CC1	55.2%[activator]	6.7
COC(=O)CC(NC(=O)c1nn(C)c(=O)c2ccccc12)c1ccc(F)cc1 (configuration not stated)	-8.6%	-6.5
CC(Oc1ccc(Br)cc1)c1nc(-c2ccccn2)no1 (configuration not stated)	?	6.4
O=C(c1cncn1-c1ccc(F)cc1)N1CCN(CCN2CCCC2)CC1	5.4%	13.9
CC(C)Cn1nc(C(=O)NCc2cccc(CN(C)C)c2)c2ccccc2c1=O	11.8%	5.5
Nc1nnnn1Cc1nnc(SCc2ccc(F)cc2)n1-c1ccccc1	?	-3.9
O=C(CSc1ncnc2ccccc12)Nc1ccccc1C(=O)Nc1ccc(Cl)cc1	-2.6%	-2.1
N#C/C(=C/c1ccccc1OC(F)F)C(=O)O	?	6.4
O=C(NCCN1CCC(n2c(=O)[nH]c3ccccc32)CC1)c1ccc(C(F)(F)F)cc1C(F)(F)F	-62.9%	-3.7
Oc1ccc(-c2nc(-c3ccc(F)cc3)cs2)cc1	58.1%[activator]	4.5
Cc1cc(Cl)ccc1OCC(=O)Nc1ccccc1OC(F)F	-3.9%	4.2
Cc1ccc(NC(=S)NCC2(N(C)C)CCCCC2)cc1Cl	?	5.2
COc1ccc2c(C)cc(SCC(=O)N3CCCCCC3)nc2c1	5.0%	2.0
CC(OC(=O)Cn1[nH]c(=O)c2ccccc2c1=O)C(=O)Nc1ccc(Br)cc1 (configuration not stated)	4.4%	0.3
CCOC(=O)c1c(C)sc2c1OC(N)=C(C#N)C21C(=O)N(Cc2cccc(F)c2)c2ccccc21 (configuration not stated)	41.3%	?
CCOC(=O)[C@]12CCCC=C1N(CCC1=CCCCC1)C(=O)[C@H](CC(=O)NCCCOC)C2	25.1%	-2.3
Cc1ccc(-c2nc3c(C)cc(Br)cn3c2Cc2ccccc2)cc1	-16.3%	9.0
O=C(Nc1ccccn1)C1=C(c2ccccc2)S(=O)(=O)CCO1	-11.0%	-1.0
CC(Sc1nc(CN2CCOCC2)nc2ccccc12)C(=O)Nc1ccccc1F (configuration not stated)	-29.5%	5.5
Clc1cccc(/C=N/N=C/c2cccc(Cl)c2)c1	9.3%	1.0
Cc1nc2c(ccc3ccccc32)c(C)c1C	?	10.2
CCC(C)c1ccc(NC(=O)Cc2cccs2)cc1 (configuration not stated)	?	-1.9
NS(=O)(=O)c1ccc(N/N=C/c2cccc([N+](=O)[O-])c2)cc1	?	9.7
CCOc1ccc2nc(NC(=O)c3nn(C(C)C)c(=O)c4ccccc34)sc2c1	-3.9%	-6.5
CC(NC(=O)CSc1nnc(-c2nn(Cc3ccccc3)c(=O)c3ccccc23)o1)c1ccccc1 (configuration not stated)	0.2%	-5.0
CCCCCC/C=N/NC(=O)Cc1cccc2ccccc12	35.5%[activator]	-7.9
CN1C(=O)[C@@](O)(c2cn(C)c3ccccc23)c2cc(Br)ccc21	1.0%	-2.3
Cc1ccc(NC(=O)CCc2ncc(-c3ccc(F)cc3)o2)c(C)c1	0.3%	-1.8
S=C1NC(=S)/C(=C/C=C/c2ccco2)S1	?	18.9
CC1(C(=O)NCc2cccc(Cl)c2)Cc2c(-c3ccc(C(N)=O)cc3)ccnc2O1 (configuration not stated)	?	-1.9
Cc1ccc(C=Nc2ccc(N=Cc3ccc(C)s3)cc2)s1	?	-1.6
O=C(COc1ncnc2ccc(Br)cc12)NCc1ccccc1	-6.6%	-6.2
Cc1cccc(NC(=O)c2cc3cc(Br)ccc3oc2=O)c1	?	1.6
O=C(Nc1nc2ccccc2s1)C1CCCc2ccccc21 (configuration not stated)	?	12.4
Cc1nc2cc(NC(=O)COc3cccc(Br)c3)ccc2o1	?	-1.1
CN(CC(=O)N1c2ccccc2NC(=O)CC1C(F)(F)F)Cc1ccccc1Cl (configuration not stated)	14.8%	-0.7
CNc1ncnc2c1ncn2[C@H]1CN(Cc2ccc(-c3ccccc3)cc2)C[C@@H](CO)O1	-5.3%	-5.0
COc1ccc(-c2cc3ccc(OCCN4CCN(CCO)CC4)cc3oc2=O)cc1	-4.0%	-4.5
Cc1nc(-c2ccc(Cl)cc2)sc1C(=O)N1CCN(Cc2ccc(C#N)cc2)CC1	-10.0%	-8.3
CC(=O)c1cn(CCOc2cccc3ccccc23)c2ccccc12	-22.0%	-2.6
O=C(NCc1ccncc1)c1cc(-c2ccccn2)nc2cc(F)ccc12	-2.2%	-15.0
COc1ccc(C2c3cccn3CCN2S(=O)(=O)c2c(C)cc(C)cc2C)cc1OC (configuration not stated)	-13.6%	6.0
COc1ccc(-c2cc(C(=O)N(C)C)c3ccccc3n2)cc1	0.6%	-19.7
Cc1cc(C)c(NCC(=O)NNC(=O)c2cnccn2)c(C)c1	48.8%[activator]	6.6
CN1C(=O)C(NC(=O)C(=O)NCCc2c[nH]c3ccc(F)cc23)c2ccccc21 (configuration not stated)	2.2%	-3.0
Cc1nc2ccc(NS(=O)(=O)c3cccs3)cc2s1	-41.7%	-20.5
C=CCNC(=O)NC(=O)CNc1cc(C(F)(F)F)cc(C(F)(F)F)c1	?	2.4
CC(NC(=O)c1ccc(Cl)c(Cl)c1)C1CC2CCC1C2 (configuration not stated)	-28.9%	9.4
O=c1c2ccccc2nc(SCc2nc(-c3ccccc3)no2)n1CCCO	?	-0.5
Cc1ccc(-c2nc(CSc3ccc4c(c3)OCCO4)co2)cc1	?	11.6
CC(=O)c1ccc(OCC(=O)Nc2ccc3oc(C)nc3c2)cc1	-3.1%	25.6
O=C(Nc1cccc(Br)c1)C1C2C3CCC(C3)C12 (configuration not stated)	-31.0%	6.3
Cc1cccc(NC(=O)Nc2ccc(F)c(Cl)c2)n1	8.2%	-3.7
O=C1CCCC2=C1C(c1ccc(OC(F)F)cc1)C=C1c3cc4c(cc3CCN12)OCCCO4 (configuration not stated)	?	12.6
CCCNc1nc2ccccc2nc1C(=O)Nc1cccc(OC)c1	?	-2.9
CCOc1ccc(NC(=O)Cn2ncc3ccccc3c2=O)cc1	-12.3%	-0.4
COc1ccc(C)cc1NC(=O)CCn1nc(-c2cccs2)oc1=O	28.8%	-7.3
CCc1nnc2sc(-c3ccc(C)c(NC(=O)c4ccc(Br)o4)c3)nn12	15.3%	-7.4

In another format: results already given.
Under each structure: ALOX12 inh, LDHA inh
- O=C(Nc1cccc(Br)c1)C1C2C3CCC(C3)C12 (configuration not stated)
    -31.0%, 6.3
- CCc1nnc2sc(-c3ccc(C)c(NC(=O)c4ccc(Br)o4)c3)nn12
    15.3%, -7.4
- CC(NC(=O)c1ccc(Cl)c(Cl)c1)C1CC2CCC1C2 (configuration not stated)
    -28.9%, 9.4
- Cc1cccc(NC(=O)Nc2ccc(F)c(Cl)c2)n1
    8.2%, -3.7
- CN1C(=O)C(NC(=O)C(=O)NCCc2c[nH]c3ccc(F)cc23)c2ccccc21 (configuration not stated)
    2.2%, -3.0
- Cc1ccc(-c2nc(CSc3ccc4c(c3)OCCO4)co2)cc1
    ?, 11.6

(further entries)
SMILES	ALOX12 inh	LDHA inh
COC(=O)[C@]12CCCCC=C1N(Cc1cccc3ccccc13)C(=O)[C@H](CC(=O)NCc1cccs1)C2	-55.4%	-6.4
COC(=O)[C@]12CCCCC=C1N(Cc1ccco1)C(=O)[C@H](CC(=O)NCCCN1CCCC1=O)C2	5.1%	-7.8
Cc1cc(CNC(=O)CCc2ncc(-c3ccccc3)o2)ccc1F	6.7%	-7.3
O=C(CSc1nnc2ccc(-c3cccs3)nn12)NC1CCCC1	?	3.4
O=C(NCc1ccc(Cl)c(Cl)c1)c1cc(C2CCCCN2C(=O)CCc2ccccc2)on1 (configuration not stated)	-10.3%	-4.2
COc1ccc(-c2c(C(=O)O)sc3c2NC(=O)CC32C(=O)N(C)c3c(C)cccc32)cc1 (configuration not stated)	?	-7.3
Cc1nc(Nc2nc3ccccc3o2)nc(C)c1C(=O)Nc1cccc(C(F)(F)F)c1	131.5%[activator]	-1.9
C=CCNC(=O)NC(=O)CN(CCC(=O)OC)Cc1ccccc1	5.4%	0.4
CNC(=S)NNC(=O)c1ccc(Br)cc1	47.4%[activator]	1.3
O=C(Cn1nc(-c2ccccc2F)ccc1=O)N1CCc2ccccc2C1	-4.4%	-3.1
Cc1nc2cc(F)ccc2cc1C(=O)N1CCN(S(=O)(=O)c2ccccc2C#N)CC1	-4.0%	-0.2
Cc1ccc(F)cc1NC(=O)COC(=O)c1n[nH]c(=O)c2ccccc12	?	6.8
CCc1nc2c(OCC3CCCCC3)cccn2c1N(C)C(=O)c1ccccc1F	-1.3%	2.3
CCc1nc2ccc(C(=O)Nc3cccc(OCC(=O)N(C)C)c3)cn2c1N(CC)CCOC	-43.2%	-1.4
Cc1cc2oc(=O)cc(CN3CCN(C)CC3)c2cc1Cl	-25.0%	-8.7

Quoted at random: two records from the list
SMILES	ALOX12 inh	LDHA inh
Cc1ccc(F)cc1NC(=O)COC(=O)c1n[nH]c(=O)c2ccccc12	?	6.8
O=C(Cn1nc(-c2ccccc2F)ccc1=O)N1CCc2ccccc2C1	-4.4%	-3.1

Later entries
SMILES	ALOX12 inh	LDHA inh
Cc1ccc(NC(=O)CN(C)CC(=O)NC2(C#N)CCCCC2)cc1	-6.6%	5.0
Cc1ccc2nc(C)c(C(=O)N3CCCc4ccccc43)cc2c1	?	2.5
Nc1nccnc1C(=O)NCc1ccnc(-n2cccn2)c1	?	9.2
COc1ccc(CN(C(=O)COC(=O)c2n[nH]c(=O)c3ccccc23)C2CC2)cc1	?	2.1
CN1CCN(S(=O)(=O)c2cc3cc(Cl)ccc3oc2=O)CC1	16.8%	7.5
Cc1oc(-c2ccccc2)nc1CC(=O)N1CCC(C(N)=O)CC1	-12.3%	2.6
COc1cccc(-c2nc(-c3c[nH]c(C(=O)N4CCCC4)c3)cs2)c1	6.1%	-5.4
CC(O)(c1cccc(F)c1)c1nc(-c2cccc(F)c2)cs1 (configuration not stated)	-4.8%	-2.4
Nc1nccnc1C(=O)NCCNc1ccc(C(F)(F)F)cn1	65.0%[activator]	-2.2
O=C1Nc2ccccc2-n2nnnc2C1N1CCN(C(=O)C2CCCO2)CC1 (configuration not stated)	-2.2%	6.1
CN(C)CCNc1ncnc2c1ncn2[C@H]1CN(Cc2ccc(F)cc2)C[C@@H](CO)O1	-1.4%	-1.2
O=C(CSc1nnc(-c2ccc(S(=O)(=O)N3CCCCCC3)cc2)o1)c1ccc(F)cc1	-35.7%	-0.3
Cc1cc(Br)cn2c(Cc3ccccc3C(F)(F)F)c(-c3ccccc3)nc12	0.0%	0.5
CC(=O)Nc1ccc(C(=O)OC(C)C(=O)C23CC4CC(CC(C4)C2)C3)cc1 (configuration not stated)	1.7%	-19.6
Cc1cccc(NC(=O)CSCc2nc(-c3ccccc3)oc2C)c1	-14.9%	-2.8
COc1cc(C(=O)NCc2nc3ccccc3n2C(C)C)cc(OC)c1OC	?	-5.1
Cc1cnc(NC(=O)c2sccc2-c2ccccc2)s1	3.6%	-1.6

3 structures out of the list, arranged by length of the SMILES, falling:
SMILES	ALOX12 inh	LDHA inh
O=C1Nc2ccccc2-n2nnnc2C1N1CCN(C(=O)C2CCCO2)CC1 (configuration not stated)	-2.2%	6.1
COc1cc(C(=O)NCc2nc3ccccc3n2C(C)C)cc(OC)c1OC	?	-5.1
Cc1cccc(NC(=O)CSCc2nc(-c3ccccc3)oc2C)c1	-14.9%	-2.8
